Calb biofilm kill = kills Candida albicans biofilms; inhibition, % at 6 µM; 0.14% of 85,000 active; C. albicans biofilm + clotrimazole, Alamar Blue;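 active = inhibition above 20%; inactive = inhibition below 20%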;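 also: preformed 24 hr biofilms exposed to compound for 48 hr; 0% = biofilm without compound and 100% = blank killed by clotrimazole plus chlorhexidine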
ERb coact inh = blocks coactivator binding to human estrogen receptor beta. Q92731. TR-FRET ER-beta LBD / SRC1-Cy5 peptide binding; receptor agonist-loaded with 1 µM estradiol. inhibition, % at 25.6 µM. 1.3% of 86,000 active. AID 633;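 active = compounds whose percent inhibition of the receptor-coactivator binding signal exceeds about 50% in the single-dose screen, limit read from the data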;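 also: 0% = receptor plus peptide wells without compound and 100% = peptide-only wells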
Smad3 FoxH1 inh = Smad3 (human) transcription factor binding inhibition | P84022 | TR-FRET Smad3/Dy647-FoxH1 peptide binding, europium anti-His | inhibition, % at 25 µM | 0.29% of 88,000 active | AID 630;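 active = compounds that reduce the energy-transfer binding signal between the protein and its labelled peptide by more than half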;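 also: 0% = Smad3 plus labelled peptide maximal FRET and 100% = peptide-only background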
MT1-MMP txn act = activates MT1-MMP transcription | HT1080 MT1-MMP promoter luciferase reporter, luminescence, overnight; stronger effect = higher value | activation factor at 10 µM | 0.16% of 86,000 active;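 active = activation factor of at least 2 for MT1-MMP transcription at 10 µM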
ERa coact pot = ER-alpha (human) coactivator binding potentiation. 1.3% of 86,000 active. AID 639. coactivator binding (% of control), % at 25.6 µM. TR-FRET ERalpha-LBD/SRC-Cy5 coactivator binding, 2 h; 100 = basal binding, no effect. P03372; in the data active = activity above about 200%;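 also: binding measured in presence of low estradiol as agonist stimulus; 0% = peptide alone without receptor and 100% = receptor with peptide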
Target sequence (P03372 whole entry, looked up, the tested form may be a part): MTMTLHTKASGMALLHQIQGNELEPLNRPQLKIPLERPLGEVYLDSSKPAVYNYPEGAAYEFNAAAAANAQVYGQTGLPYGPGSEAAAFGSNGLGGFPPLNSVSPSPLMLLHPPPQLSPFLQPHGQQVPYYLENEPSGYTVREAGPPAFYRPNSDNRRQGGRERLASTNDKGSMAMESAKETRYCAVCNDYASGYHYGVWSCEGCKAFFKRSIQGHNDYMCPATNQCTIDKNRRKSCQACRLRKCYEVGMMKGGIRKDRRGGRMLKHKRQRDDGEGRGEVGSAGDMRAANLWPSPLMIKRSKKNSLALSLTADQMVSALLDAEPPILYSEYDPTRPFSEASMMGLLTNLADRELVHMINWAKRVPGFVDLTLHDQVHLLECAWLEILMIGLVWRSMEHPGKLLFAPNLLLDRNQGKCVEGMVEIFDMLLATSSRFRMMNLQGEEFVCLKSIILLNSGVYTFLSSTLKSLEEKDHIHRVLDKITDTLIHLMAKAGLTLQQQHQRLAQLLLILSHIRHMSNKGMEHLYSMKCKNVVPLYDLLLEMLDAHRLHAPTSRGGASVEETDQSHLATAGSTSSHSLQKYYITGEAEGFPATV
* = called active by the depositor; [ ] = another dose, or the depositor's remark. Some of the compounds tested, so the mix of outcomes need not match the whole.

SMILES | Calb biofilm kill | ERb coact inh | Smad3 FoxH1 inh | MT1-MMP txn act | ERa coact pot
CC1Cc2ccccc2N1NC(=O)c1ccc(Cl)c(S(N)(=O)=O)c1 (stereo not given) | 15 | 5 | -4 | 1.1 | 102
CCCCCC(=O)O[C@]1(C(C)=O)CC[C@H]2[C@@H]3CCC4=CC(=O)CC[C@]4(C)[C@H]3CC[C@@]21C | 17 | -8 | 11 | 1.2 | 115
CN1CCCN=C1COC(=O)C(O)(c1ccccc1)C1CCCCC1 (stereo not given) | 14 | 1 | -2 | 1.2 | 102
O=C(O)c1cccnc1Nc1cccc(C(F)(F)F)c1 | 7 | 2 | 8 | 1.3 | 118
C1COC(NC(C2CC2)C2CC2)=N1 | 13 | 16[fluorescence artefact?] | -7 | 1.1 | 90

Structures listed so far that contain a halogen (two):
SMILES | Calb biofilm kill | ERb coact inh | Smad3 FoxH1 inh | MT1-MMP txn act | ERa coact pot
CC1Cc2ccccc2N1NC(=O)c1ccc(Cl)c(S(N)(=O)=O)c1 (stereo not given) | 15 | 5 | -4 | 1.1 | 102
O=C(O)c1cccnc1Nc1cccc(C(F)(F)F)c1 | 7 | 2 | 8 | 1.3 | 118

Reprinted at random: 2 records from the list
SMILES | Calb biofilm kill | ERb coact inh | Smad3 FoxH1 inh | MT1-MMP txn act | ERa coact pot
CN1CCCN=C1COC(=O)C(O)(c1ccccc1)C1CCCCC1 (stereo not given) | 14 | 1 | -2 | 1.2 | 102
O=C(O)c1cccnc1Nc1cccc(C(F)(F)F)c1 | 7 | 2 | 8 | 1.3 | 118
